# Assay outcomes (PubChem)
# HCV inh – qHTS Assay for Inhibitors of Hepatitis C Virus (HCV). Huh7.5.1 HCVcc-Cre infection, luciferase reporter, 44 h. Potency, µM (doses to about 41.8 µM), inactives show top-dose activity change, negative = inhibition, usual class: inhibitors. 340,000 tested, 3.4% active; further: potency means the concentration at half of the fitted maximal effect
#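 Compounds are dispensed onto cells plated 4 h earlier at 1,000 per well, with HCVcc-Cre virus (about 0.5 moi) added next. Following 44 h of culture, luminescent signal is measured for 15 sec after 15 min with substrate at room temperature.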
# TbPYK inhibitor – qHTS of Trypanosoma Brucei Inhibitors; TbPYK enzyme, Kinase-Glo Plus ATP luminescence, 45 min; 410,000 tested, 0.12% active; Potency, µM (titrated, usually from 76.8 µM), for inactives: top-dose activity, negative = inhibition, hits mostly inhibitors; further: potency means the concentration at half of the fitted maximal effect; nearly all actives have a fitted effect of over 50% in size
#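 Enzyme and substrate buffer are dispensed first and compound is pin-transferred. ADP at 130 uM final then starts the reaction, which runs 45 min at room temperature. Detection reagent is added for 10 min before luminescence is imaged.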
# LmPK inhibitor – qHTS Assay for Inhibitors of Leishmania Mexicana Pyruvate Kinase (LmPK) | Potency, µM (series often up to 57.5 µM), inactives show at the highest dose activity change, negative = inhibition, usual class: inhibitors | Q27686 | purified LmPK, Kinase-Glo ATP luminescence, 1 h | 290,000 tested, 0.37% active | AID 1721, 2009; further: potency means the concentration at half of the fitted maximal effect
# Target sequence (Q27686 whole entry, looked up): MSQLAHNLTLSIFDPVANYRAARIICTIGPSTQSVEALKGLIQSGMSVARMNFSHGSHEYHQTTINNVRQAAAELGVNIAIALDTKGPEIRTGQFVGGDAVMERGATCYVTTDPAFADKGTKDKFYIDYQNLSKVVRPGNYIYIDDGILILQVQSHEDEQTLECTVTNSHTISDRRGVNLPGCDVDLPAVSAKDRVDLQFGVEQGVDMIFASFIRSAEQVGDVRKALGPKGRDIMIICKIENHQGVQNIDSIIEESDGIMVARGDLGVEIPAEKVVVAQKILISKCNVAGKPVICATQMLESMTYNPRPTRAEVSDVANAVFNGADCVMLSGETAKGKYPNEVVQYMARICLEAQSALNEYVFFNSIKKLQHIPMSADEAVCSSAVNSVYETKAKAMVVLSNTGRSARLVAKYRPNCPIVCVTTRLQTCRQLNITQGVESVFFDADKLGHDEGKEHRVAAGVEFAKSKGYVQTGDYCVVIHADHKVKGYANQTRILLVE
#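 ATP generated from ADP (0.1 mM) and PEP (0.5 mM) by 0.1 nM LmPK over 1 h at room temperature (pH 7.2 imidazole buffer) was detected by coupled luciferase luminescence. Values were normalized to uninhibited and no-enzyme wells.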
# AmpC detergent – qHTS Inhibitors of AmpC Beta-Lactamase (assay with detergent) | P00811 | AmpC hydrolysis of nitrocefin, absorbance 480 nm, 0.01% Triton | Potency, µM (series often up to 114 µM), for the others: at the highest dose activity change, negative = inhibition, hits mostly inhibitors | 370,000 tested, 0.041% active | AID 485294, 2010;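 further: potency means the concentration at half of the fitted maximal effect; 0% = no-compound wells and -100% = no-enzyme wells; nearly all actives have a fitted effect of over 25% in size; some results filed as inactive show a strong effect at the top dose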
# Target sequence (P00811 whole entry, looked up): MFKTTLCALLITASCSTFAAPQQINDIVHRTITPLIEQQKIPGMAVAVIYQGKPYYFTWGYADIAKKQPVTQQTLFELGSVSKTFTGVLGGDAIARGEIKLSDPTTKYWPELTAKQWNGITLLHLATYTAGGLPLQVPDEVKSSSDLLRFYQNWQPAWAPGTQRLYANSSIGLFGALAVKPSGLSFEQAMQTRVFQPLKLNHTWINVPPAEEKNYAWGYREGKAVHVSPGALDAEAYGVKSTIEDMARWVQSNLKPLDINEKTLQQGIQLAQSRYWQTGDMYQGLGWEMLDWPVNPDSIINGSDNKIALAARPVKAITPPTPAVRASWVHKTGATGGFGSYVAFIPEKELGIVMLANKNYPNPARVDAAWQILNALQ
#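 20 mM phosphate pH 7.0 + 0.01% (detergent screen) or 0.0001% Triton X-100; 5.3 nM AmpC reagent; cpd preinc 15 min RT; nitrocefin (800 uM stock) to start; A480 q20 s × 4 min; Activity was normalised to no-enzyme and no-compound control wells.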
# AmpC inh no detg – qHTS Inhibitors of AmpC Beta-Lactamase (assay without detergent); AmpC nitrocefin hydrolysis, absorbance 480 nm, 0.0001% Triton; Potency, µM (highest dose often 57.1 µM), inactives show at the highest dose activity change, negative = inhibition, most hits filed as inhibitors; 330,000 tested, 0.52% active;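 further: potency means the concentration at half of the fitted maximal effect; plate controls were no compound for no effect and no enzyme for full effect; nearly all actives have a fitted effect of over 20% in size; some results filed as inactive show a strong effect at the top dose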
#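 20 mM phosphate pH 7.0 + 0.01% (detergent screen) or 0.0001% Triton X-100; 5.3 nM AmpC reagent; cpd preinc 15 min RT; nitrocefin (800 uM stock) to start; A480 q20 s × 4 min; Activity was normalised to no-enzyme and no-compound control wells.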
# AMA1 RON2 block – qHTS for Inhibitors of AMA1-RON; Towards Development of Antimalarial Drug Lead: Primary Screen. AlphaScreen AMA1-biotinylated RON2 peptide binding. 360,000 tested, 0.2% active. Plasmodium falciparum AMA1 (3D7) - RON2 peptide interaction. AID 720542, 2013. Potency, µM (highest dose often 58.2 µM), inactives show at the highest dose activity change, negative = inhibition, most hits filed as inhibitors;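 further: potency means the concentration at half of the fitted maximal effect; 0% = vehicle wells and -100% = peptide control; nearly all actives have a fitted effect of over 45% in size; some results filed as inactive show a strong effect at the top dose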
#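 AMA1 (3D7) with his tag at 25 nM final met compounds first, then biotinylated RON2 peptide at 25 nM; detection used donor plus acceptor beads, 10 µg/mL apiece, read by AlphaScreen after 30 min at room temperature.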
# HCMV inh – qHTS Assay for inhibitors of the human cytomegalovirus (HCMV); 410,000 tested, 4.5% active; activity change, negative = inhibition, % at 57.5 µM; HFF cells, HCMV-luciferase reporter, 72 h; hits give low values; in the data active means activity change below about -60%; inconclusive means no clear call, values can overlap the other calls; inactive means above about -39%
#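 After 16 h attachment at 37C, HFF cells received test compound and HCMV-luciferase (1 PFU/cell); reporter luminescence read 72 h later, data normalized against buffer-only and known inhibitor Salinomycin.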
# Starred values were filed as active, the others as inactive; u = inconclusive; x = no result given; & = joins results of further samples; [ ] = another dose, or the depositor's remark. Unless noted, the call rests on the fitted dose curve; in most records, active means well fitted curve in the direction sought with a large enough effect; inconclusive means small, poorly fitted or top-dose-only effect, or another doubt; inactive means no such curve, though single readings can be large; an effect the other way counts as inactive or inconclusive. Unless noted, on the % scale 0 is the no-effect control and ±100 the full control effect. The order is random (roughly 7.5% active in at least one column).
SMILES,HCV inh,TbPYK inhibitor,LmPK inhibitor,AmpC detergent,AmpC inh no detg,AMA1 RON2 block,HCMV inh
COc1ccc(CNC(=O)c2sc(=O)n(Cc3cc(C(C)=O)ccc3OC)c2C)cc1,x,-3.6%,x,x,x,-1.0%,-7.1
CCS(=O)(=O)N1CCC2(CC1)OCCN2S(=O)(=O)c1ccccc1,x,-2.4%,x,x,x,-3.8%,-22.5
O=C(CN1C(=O)NC2(CCCCC2)C1=O)Nc1ccc(N2CCOCC2)cc1,19.5%,3.8%,1.1%,u,3.3%,-9.4%,-10.6
C=CCn1c(O)c(/C(C)=N/N2CCCCCC2)c(=O)[nH]c1=O,13.9%,6.7%,-0.9%,-1.0%,-17.9%,-14.8%,137.8
CC(C)c1ccc(C(=O)NCCCc2ccccc2)cc1,-0.5%,11.6%,3.6%,2.8%,-22.2%,3.1%,136.1
O=C(NC1CCCC1)C(=O)c1c[nH]c2ccccc12,3.3%,1.1%,-7.0%,-1.3%,-12.0%,-3.7%,u
COCCNc1oc(/C=C/c2ccccc2OC)nc1S(=O)(=O)c1ccccc1,u,3.1%,-1.0%,-6.5%,29.9%,31.9%[activator],-33.4
CCN1C(=O)/C(=C\C=C\c2ccccc2[N+](=O)[O-])SC1=S,-8.9%,-13.8%,-0.9%[11.5 µM],1.8%,-40.5%,-20.5%,-2.0
COc1ccc2nc(N)sc2c1,-1.7%,5.7%,-8.0%,-1.8%,1.6%,0.0%,42.6
CN1N=C(c2ccc(F)c(F)c2)CSC1=NCc1ccccc1,7.1%,-5.3%,1.9%,u,-24.3%[11.4 µM],-14.8%,u
Cc1cc(=O)oc2cc(OCC(=O)N3CCC(O)CC3)c(Cl)cc12,10.3%,0.0%,1.1%,-1.0%,-6.6%,7.8%,-29.2
NC[C@@H]1O[C@H](C23CC4CC(CC(C4)C2)C3)Cc2c1ccc(O)c2O,6.4%,2.9%,-7.3%,6.6%,-8.8%,2.1%,u
O=C(c1ccc(S(=O)(=O)Nc2cccc(C(F)(F)F)c2)cc1)N1CCN(c2ccccc2O)CC1,-16.0%,5.6%,x,-4.4%,5.4%,-14.8%,-28.6
CC1CCC2(CC1)NC(=O)N(CC(=O)Nc1ccccc1-c1ccccc1)C2=O (stereo unspecified),9.7%,5.1%,7.0%,0.7%,1.0%,-4.5%,-0.5
CCCN(C(=O)c1cc2c(=O)oc3ccccc3c2s1)c1cccc(Cl)c1,x,-0.5%,x,-4.7%,x,x,0.7
CCN(CC)CCCn1c2c(c(SCC(=O)Nc3cc(C)cc(C)c3)nc1=O)CCC2,x,4.9%,x,x,x,0.0%,1.0
CC(C)CC(NC(=O)OC(C)(C)C)c1cn([C@@H](Cc2ccc(O)cc2)C(=O)N2CCN(C(=O)OC(C)(C)C)CC2)nn1 (stereo partly specified),1.3%,-0.2%,6.4%,3.0%,127.8%[activator],-3.6%,33.6
CCC(=O)Nc1c2c(nn1-c1ccc([N+](=O)[O-])cc1)CS(=O)(=O)C2,17.2%,-2.5%,6.8%,-3.9%,-26.9%,-9.3%,-36.0
COc1ccc(-c2cc(C(F)(F)F)n3nc(C(=O)Nc4c(C)n(C)n(-c5ccccc5)c4=O)cc3n2)cc1,u,-0.7%,0.2%,-2.5%,-19.3%,9.5%,u
COc1ccc(-c2cn(Cc3ccc(C(=O)NCc4ccc(C)cc4)cc3)c(C(C)N)n2)cc1 (stereo unspecified),u,-2.5%,x,-8.5%,148.6%[activator],76.5%[activator],8.7
CCCc1nc(NC2CCCCC2)c(C#N)c2c1COC(C)(C)C2,-13.3%,-4.8%,1.0%,-11.2%,-15.8%,-9.1%,20.8
CCC[C@H]1CN(c2ccccc2)C(=O)[C@@H]1CC(=O)Nc1ccc(Br)cc1,x,-12.9%,x,x,x,-3.1%,28.9
COc1ccc2cc3cc(C(=O)Nc4ccccc4C)oc3nc2c1,x,5.0%,x,1.9%,x,x,12.0
O=C(Nc1cc(-c2nc3ncccc3o2)ccc1Cl)c1ccco1,-7.4%,-1.9%,-4.6%,-9.6%,-13.1%,-6.3%,12.2
COc1ccc(/C=N/NC(=O)c2nc(Cl)c(Cl)c(N)c2Cl)cc1COc1ccc(F)cc1F,11.2µM*,-5.4%,3.5%,1.4%,1.1%,4.1%,44.3
# Additional entries follow.
SMILES,HCV inh,TbPYK inhibitor,LmPK inhibitor,AmpC detergent,AmpC inh no detg,AMA1 RON2 block,HCMV inh
COc1ccccc1CCC(=O)Nc1ccc2c(c1)c(=O)n(C)n2-c1cccs1,x,-3.3%,x,x,x,2.0%,-83.7*
CSc1ccc(/C=N/n2c(C)nnc2C)cc1,u,3.5%,0.4%,u,-11.8%[11.4 µM],14.0%,2.4
CN(C)Cc1c(O)ccc2c(=O)c(-c3ccccc3Cl)c(C(F)(F)F)oc12,5.6%,-1.0%,10.8%,0.6%,7.4%,2.2%,4.2
Fc1ccc(C(c2nnnn2C2CCCCC2)N2CCCC2)cc1 (stereo unspecified),23.7%,-0.5%,3.0%,2.0%,33.4%,-17.3%,35.1
CCOc1ccccc1NC(=S)N1CCN(c2cccc(C)c2C)CC1,-27.3%,5.2%,-5.3%,2.1%,-13.8%,19.1%,-37.3
COc1ccc(S(=O)(=O)NNC(=O)Cc2csc(C)n2)cc1[N+](=O)[O-],-4.1%,3.5%,x,-0.5%,-19.7%,-6.2%,0.9
COc1cccc(S(=O)(=O)NC2CCN(C#N)C2)c1 (stereo unspecified),x,-1.1%,x,0.9%,-4.7%,x,9.2
COC(=O)c1cc(NS(=O)(=O)c2ccc(N3CCCCCC3)c([N+](=O)[O-])c2)cc(C(=O)OC)c1,6.8%,-4.1%,2.3%,3.4%,-41.8%,-1.6%,14.0
COc1cc(OC)cc(C(=O)Nc2ccccc2-c2nnn(CC(=O)Nc3cc(C)on3)n2)c1,-22.3%,-2.3%,2.8%,3.9%,-4.7%,-10.2%,-62.7*
Cc1ccccc1-c1nnn(CC(=O)N(C)CC(=O)Nc2ccccc2C(F)(F)F)n1,u,-4.9%,x,-2.7%,35.8%,-8.3%,-27.7
COc1cc(OC)cc(C(=O)NCC(=O)NC(C)CCc2ccccc2)c1 (stereo unspecified),u,6.2%,5.7%,u,40.1%,-3.9%,u
O=S(=O)(c1ccc(Cl)cc1Cl)n1ccc2cccnc21,u,6.8%,-5.5%,5.4%,-26.0%,4.7%,-30.3
O=C(Nc1nnc(-c2ccccc2)s1)c1ccc(F)cc1,u,1.6%,1.6%,-3.9%,-28.1%,-3.6%,-1.3
COc1ccc2oc(C(=O)OCC(=O)N3CC(C)OC(C)C3)c(C)c2c1 (stereo unspecified),10.5%,-0.5%,-0.6%,u,41.9%,-2.2%,-6.7
COc1ccc(NC(=O)c2cc(F)cc(F)c2)cc1S(=O)(=O)N1CCCCC1,10µM*,-3.3%,x,x,-23.2%,-1.8%,u
CCCCN(C)CCNC(=S)Nc1ccc2nc(N3CCN(CC)CC3)cc(C)c2c1,u,2.5%,-1.0%,0.0%,14.3%,2.2%,-3.8
Cc1cc(F)ccc1S(=O)(=O)NCC(c1cccnc1)N1CCc2ccccc21 (stereo unspecified),u,-24.7%,1.5%,-11.9%,20.3%,-16.0%,-18.2
COc1ccc(-c2cc(-c3cc(F)ccc3O)[nH]n2)cc1OC,u,3.0%,0.3%,-10.7%,30.6%,47.5%[activator],106.9
Cc1nnc(SCc2ccon2)n1-c1ccccc1,16.2%&18.9%,4.2%,3.9%,u,-0.4%,6.2%,45.1
CC(=O)OC(Cn1nc(C)cc1C)c1ccccc1 (stereo unspecified),4.9%,-5.7%,-0.5%,u,-17.1%,-11.8%,8.0
Cc1ccc(CSc2nnc3ccc(-c4ccncc4)nn23)cc1,-17.3%,-2.8%,8.8%,u,62.8%[activator],2.0%,-60.2*
CCOC(=O)c1c(-c2ccc(C)o2)csc1N,-21.5%,-11.1%,-4.5%,1.6%,-30.0%,0.0%,-16.2
O=S(=O)(O)c1cccc(N=Nc2c(O)ccc3ccccc23)c1,4.3%,-11.8%,u,-7.9%,-21.7%,-24.7%,-18.1
O=C(CNc1ccccc1Cl)N/N=C1\CCCc2ccccc21,3.8%,4.7%,2.8%,6.1%,-2.1%,9.2%,24.9
CCN(CC)CCNC(=O)C1c2ccccc2C(=O)N(CCOC)C1c1ccc(F)cc1 (stereo unspecified),6.6%,-0.1%,1.7%,-9.0%,-7.2%,-5.5%,-16.1
# The listing continues:
SMILES,HCV inh,TbPYK inhibitor,LmPK inhibitor,AmpC detergent,AmpC inh no detg,AMA1 RON2 block,HCMV inh
CCCOc1ccc(-c2cn3ccccc3n2)cc1[N+](=O)[O-],u,3.0%,-15.7%,u,10.9%,-14.6%,77.4
Cc1ccc(Cl)cc1N1CCN(C(=O)c2ccc3c(c2)CCN3S(C)(=O)=O)CC1,x,x,5.5%,1.3%,191.0%[activator],x,-65.7*
Cc1cccc(-c2nc3ccccc3c(=O)n2-n2cccc2)c1,10.5%,3.6%,7.6%,3.1%,-25.3%,6.2%,-6.5
CC(=NC1CC1)C1=C(O)c2ccccc2C1=O,9.6%,-0.4%,-9.0%,-0.6%,-8.8%,3.2%,68.4
Cc1ccccc1Nc1nc(N)nc(CSc2nnc3sc4ccccc4n23)n1,-4.4%,x,1.9%,-4.9%,-22.7%,29.2%,75.4
Cc1ccc(C)c(-n2nnnc2SCC(=O)c2c(N)n(C)c(=O)n(C)c2=O)c1,x,x,-5.5%,-7.0%,-10.6%,x,-19.3
CCC(CC)CC1CN2CCc3cc(OC)c(OC)cc3C2CC1(O)CC (stereo unspecified),x,-2.4%,x,x,x,7.3%,0.0
COc1ccc(NC(=S)N/N=C/c2ccc(F)c(F)c2)cc1,-6.8%,-5.3%,2.0%,-7.2%,-42.8%,107.7%[activator],-37.3

# Limited to HCMV inh, for some of the entries so far:
compound | HCMV inh
Cc1ccc(C)c(-n2nnnc2SCC(=O)c2c(N)n(C)c(=O)n(C)c2=O)c1 | -19.3
CCC(CC)CC1CN2CCc3cc(OC)c(OC)cc3C2CC1(O)CC (stereo unspecified) | 0.0
COc1ccc(NC(=S)N/N=C/c2ccc(F)c(F)c2)cc1 | -37.3
